# High-throughput results: PubChem BioAssay, several laboratories
# OX1R antagonist = OX1R (HCRTR1) antagonists, primary screen, fluorescence, CHO/OX1R cells, Fluo-8 calcium, orexin A; Orexin/Hypocretin receptor type 1 (Homo sapiens), O43613; Fluo-8 calcium fluorescence; inhibition, % at 5 µM; hit rate 0.43% among 330,000; AID 434989, 2010;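 active = inhibition above its plate's threshold, mean inhibition of all tested compounds on the plate plus 3 SD, cut at about 37% in these data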;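 note: 0% = orexin A challenge wells and 100% = SB-334867-A antagonist wells; not every result past the cut was called active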
# Target sequence (O43613 whole entry, looked up): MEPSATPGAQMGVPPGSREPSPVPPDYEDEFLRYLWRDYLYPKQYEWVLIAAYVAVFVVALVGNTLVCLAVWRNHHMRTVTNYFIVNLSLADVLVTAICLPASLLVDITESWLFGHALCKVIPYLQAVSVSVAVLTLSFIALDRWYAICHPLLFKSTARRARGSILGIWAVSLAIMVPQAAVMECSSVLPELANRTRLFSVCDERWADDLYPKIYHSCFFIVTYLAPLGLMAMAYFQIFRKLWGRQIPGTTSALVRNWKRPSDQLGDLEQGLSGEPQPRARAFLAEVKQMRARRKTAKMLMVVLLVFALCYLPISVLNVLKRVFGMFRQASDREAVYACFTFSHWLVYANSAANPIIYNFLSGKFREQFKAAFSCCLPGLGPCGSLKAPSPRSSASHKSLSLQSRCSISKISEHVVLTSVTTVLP
# CHT PAM = CHT positive allosteric modulators, primary screen, cell-based, membrane potential dye, choline EC20 | High affinity choline transporter 1 (Homo sapiens), Q9GZV3 | CHT-expressing cells; stronger effect = higher value; LV-AA mutant CHT in HEK293 cells | B-score at 10 µM | hit rate 0.49% among 310,000 | AID 488977, 2010;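 active = initial fluorescence not abnormally high and integrated response B-score, plate-corrected, over 3 SD above library mean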
# Target sequence (Q9GZV3 whole entry, looked up): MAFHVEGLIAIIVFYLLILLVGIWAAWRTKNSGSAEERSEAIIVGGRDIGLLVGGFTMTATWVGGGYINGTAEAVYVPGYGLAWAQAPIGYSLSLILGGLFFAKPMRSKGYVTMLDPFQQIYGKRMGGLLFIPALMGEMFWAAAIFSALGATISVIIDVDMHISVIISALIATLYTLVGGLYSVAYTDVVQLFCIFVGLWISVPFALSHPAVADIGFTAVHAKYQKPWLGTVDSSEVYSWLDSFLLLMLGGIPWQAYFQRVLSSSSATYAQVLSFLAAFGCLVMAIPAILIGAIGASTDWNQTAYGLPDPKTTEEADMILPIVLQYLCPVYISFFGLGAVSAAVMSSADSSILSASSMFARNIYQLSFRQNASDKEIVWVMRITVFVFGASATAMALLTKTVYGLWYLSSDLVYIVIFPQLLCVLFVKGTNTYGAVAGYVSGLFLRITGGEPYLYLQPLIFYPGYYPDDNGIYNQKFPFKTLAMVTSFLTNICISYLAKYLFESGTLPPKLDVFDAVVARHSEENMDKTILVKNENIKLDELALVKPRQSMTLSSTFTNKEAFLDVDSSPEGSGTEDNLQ
# * = called active by the depositor; i = inactive; · = not tested or not shown. Hits appear at their usual frequency. About 0.83% of those tested had a hit in this group.
SMILES,OX1R antagonist,CHT PAM
C=CCN1C(=O)C(CC(=O)O)SC1=Nc1ccc(C)cc1 (configuration not stated),-10.5,i
O=C(CCNS(=O)(=O)c1cccc2nsnc12)NCCc1ccccc1,-24.2,i
C[C@H](N)c1nnc(SCC(N)=O)o1,-5.7,i
NC1=NC(=O)C2(COC(c3cccnc3)OC2)S1 (configuration not stated),-22.1,i
Cc1cc2c3c(c1)C1(SCC(=O)N1c1ccc(F)cc1)C(=O)N3C(C)(C)CC2C (configuration not stated),18.4,i
CS(=O)(=O)N(CC(=O)N1CCOCC1)c1ccc(Cl)cc1,-16.5,i
CCN(C(=O)COC(=O)/C=C/c1ccccc1)C1CCCCC1,-31.1,i
CCc1cccc(C)c1NC(=O)CC(C)(C)CC(=O)O,-9.2,i
O=c1[nH]c(/C=C/c2ccc(Br)cc2)nc2ccccc12,-16.7,i
CCn1c2ccccc2c2cc(NC(=O)CN3CCCC3)ccc21,-26.1,i

# 3 entries out of the list, arranged by count of non-hydrogen atoms, rising.
SMILES,OX1R antagonist,CHT PAM
NC1=NC(=O)C2(COC(c3cccnc3)OC2)S1 (configuration not stated),-22.1,i
CS(=O)(=O)N(CC(=O)N1CCOCC1)c1ccc(Cl)cc1,-16.5,i
Cc1cc2c3c(c1)C1(SCC(=O)N1c1ccc(F)cc1)C(=O)N3C(C)(C)CC2C (configuration not stated),18.4,i

# Carrying on.
SMILES,OX1R antagonist,CHT PAM
Cc1cc(C)c(C)c(S(=O)(=O)N2CCCCC2C(=O)O)c1C (configuration not stated),6.8,i
Cc1ccccc1CC(=O)N1CCCc2ccccc21,-14.5,i
O=C(CSc1nc2scc(-c3ccccc3)c2c(=O)[nH]1)Nc1ccccc1,11.3,i
CCC(=O)NC(Nc1sc2c(c1C(=O)OC)CCCC2)(C(F)(F)F)C(F)(F)F,7.2,i
Cc1nn(-c2ccccc2)nc1C(=O)OCC(=O)N1CCCCC1C (configuration not stated),-14.9,·
O=C(Cn1nc(-c2ccc(Cl)cc2)c2ccccc2c1=O)NCC1CCCO1 (configuration not stated),-43.6,i
CC1(c2ccccc2)NC(=O)N(CC(=O)NCc2cccc(Cl)c2)C1=O (configuration not stated),-8.3,i
COc1cccc(-c2cc(C(=O)Nc3ccn(Cc4ccc(C)cc4)n3)no2)c1,-18.5,i
CCOc1ccc(NC(=O)CN(C)C(=O)C2(c3ccccc3)CC2)cc1OCC,-15.0,i
C=CCc1cccc(CNc2c(C)cc(C)cc2C)c1O,-4.8,i
COc1ccc(-c2nc3n(c(=O)c2C#N)CCCS3)cc1,-0.8,i
COc1ccc(CN2CC(C(=O)NC3CCCCC3)CC2=O)cc1 (configuration not stated),-5.4,i
O=C1CC(c2ccc(F)cc2)CC2=C1C(c1ccc([N+](=O)[O-])o1)Nc1ccccc1N2 (configuration not stated),-10.8,i
CC(C)(C)CN1C(=O)C(=O)NC[C@@H]1Cc1ccc(O)cc1,3.0,i
Cc1ccc(CNCC(O)(c2ccccc2)c2ccccc2)cc1,-51.8,i
CN1CCN(c2nc(NCCOC34CC5CC(CC(C5)C3)C4)nc(OCC(F)(F)F)n2)CC1,-27.4,i
O=C(Nc1nccc(-c2cccs2)n1)c1cccs1,-2.6,i
CCOC(=O)C1CCCN(c2c(NCCCN(C)c3ccccc3)c(=O)c2=O)C1 (configuration not stated),-31.5,i
Cc1nn(-c2ccccc2)c(N2CCCC2)c1/C=N/NC(=O)c1cccc(S(=O)(=O)Nc2ccc(Cl)cc2)c1,-25.2,i
COc1cc(OC)cc(C(=O)NNC(=S)Nc2ccccc2OC)c1,-15.2,i
O=C1CN(C(=O)N[C@@H](Cc2ccccc2)C(=O)N[C@@H](Cc2ccccc2)C(=O)O)c2ccccc2N1,5.3,i
CN(C)Cc1nnnn1-c1ccccc1,-6.1,i
CCCCOc1ccc(CSC(=N)N)cc1[N+](=O)[O-],-15.3,i
Cc1ccc(C(=O)N(C)c2nnc(-c3ccncc3)s2)cc1,-13.0,i
CC(=O)Nc1ccc(S(=O)(=O)NCCC(=O)OCC(=O)c2ccc(Br)cc2)cc1,0.9,i
CC(CCC(=O)O)C1CCC2C3C(O)CC4CC(O)CCC4(C)C3CC(O)C12C (configuration not stated),-7.2,i
CCC(c1nnnn1Cc1ccco1)N(Cc1cc2cc(C)cc(C)c2[nH]c1=O)CC1CCCO1 (configuration not stated),-17.3,i
Cc1c(C(=O)O)sc(=S)n1-c1ccccc1,-2.8,i
O=C1[C@@H]2[C@H](C(=O)N1Cc1ccco1)[C@H]1C=C[C@@H]2C1,-1.2,i
Cc1ccc(C2=Nc3ccccc3N(C(=O)c3ccccc3)C(C)C2)cc1 (configuration not stated),-51.9,i

# Brought forward from above: 2 entries; new compounds follow.
SMILES,OX1R antagonist,CHT PAM
O=C1[C@@H]2[C@H](C(=O)N1Cc1ccco1)[C@H]1C=C[C@@H]2C1,-1.2,i
Cc1ccc(C2=Nc3ccccc3N(C(=O)c3ccccc3)C(C)C2)cc1 (configuration not stated),-51.9,i
COc1cccc(C2CC(c3ccc(F)cc3)Nc3nc(N)nn32)c1 (configuration not stated),-10.7,i
O=c1c2ccccc2nc(SCc2nnc(-c3ccccc3Br)o2)n1-c1ccccc1,-31.5,i
CSCC(=O)N1CCC(n2nccc2NC(=O)CCc2ccccc2)CC1,-15.2,i
COc1cc(CC(=O)Nc2ccc(S(=O)(=O)Nc3ncccn3)cc2)cc(OC)c1OC,-22.6,i
O=C(/C=C/c1ccccc1[N+](=O)[O-])NCCCN1CCCC1=O,-10.4,i
COc1ccc(/C=C/C(=O)N(Cc2ccccc2)c2ccccn2)cc1OC,-15.9,i
CC1CN(CC(=O)N2CCc3[nH]c4ccccc4c3C2)CC(C)O1 (configuration not stated),-12.7,i
CCN(CC(=O)Nc1c(F)cccc1F)C(=O)CCc1nc2cc(S(=O)(=O)N(C)C)ccc2n1CC,-14.8,i
CCCS(=O)(=O)N1CCN(Cc2c[nH]c3ccccc23)CC1,-2.4,i
COc1cc(CNc2ccc3[nH]c(=O)[nH]c3c2)ccc1OCc1ccccc1,-6.7,i
CC(=O)c1c(C)[nH]c(C(=O)NC2CCSc3ccccc32)c1C (configuration not stated),-9.5,i
CCOCCc1nnc(NC(=O)Cc2ccc(Br)cc2)s1,-7.2,i
CCCC(=O)Nc1ccc(C(=O)/C=C/c2ccc(SC)cc2)cc1,-2.9,i
CCC(Sc1nc2cc3c(cc2c(=O)n1Cc1ccco1)OCO3)C(=O)Nc1ccccc1OC (configuration not stated),-15.4,i
CC(C)(C)CC(C)(C)NCC(O)COc1c(F)cc(Br)cc1F (configuration not stated),-21.1,i
O=C(CSc1nnnn1Cc1ccccc1)NC1CCCCC1,-12.6,i
CCOC(=O)c1nn(-c2ccc([N+](=O)[O-])cc2)cc1O,-1.6,i
CC(OC(=O)c1cc(=O)[nH]c2ccccc12)C(=O)NCc1ccccc1 (configuration not stated),-7.8,i
O=C(Cn1c(C(=O)N2CCN(C3CCCCC3)CC2)cc2sccc21)c1ccccc1,-29.5,i
O=C(O)CSC1CC(=O)N(c2ccc(Br)cc2)C1=O (configuration not stated),-7.0,i
CCc1cccc(C)c1NC(=O)CN(C)Cc1ccc(Br)cc1,8.6,i
O=C(Cn1ccc([N+](=O)[O-])n1)NCc1ccccc1,-0.7,i
Cc1ccccc1C1c2[nH]c3ccccc3c2CCN1CCCn1cccn1 (configuration not stated),-31.3,i
CC(C)Cn1c(SCc2nc3ccccc3c(=O)[nH]2)nc2ccccc2c1=O,-37.5,i
CC(C)n1c2ccccc2c2nc3ccccc3nc21,19.0,i
O=C(CSc1nncs1)NNC(=O)c1ccccc1Br,9.7,·
CC1=C(C(=O)O)N2C(=O)C(NC(=O)c3nn(C)cc3Cl)C2SC1 (configuration not stated),-23.1,i
Cc1nn(Cc2ccc(F)cc2)c2sc(C(=O)Nc3ccc(N4CCOCC4)cc3N3CCOCC3)cc12,-14.3,i
CCOc1ccc(/C=N/n2c(SC)nnc(C(C)(C)C)c2=O)cc1,-18.9,i
O=C(Oc1ccc(N(Cc2cccs2)C2=NS(=O)(=O)c3ccccc32)cc1)c1ccccc1F,-12.1,i
c1ccc(CN2CCCC3(CCCN(Cc4nc(COc5ccccc5)no4)C3)C2)cc1 (configuration not stated),-49.5,i
CSc1nnc(NC(=O)c2cc(=O)c3cc(C)cc(C)c3o2)s1,-7.1,i
CC1=C([N+](=O)[O-])C(c2ccccc2)C2=C(N1)c1ccccc1C2=O (configuration not stated),-3.2,i
Oc1ccc(C=Nc2ccc(N3CCOCC3)cc2)c(O)c1,-32.8,i
CC(=O)N(Cc1ccc(F)cc1)Cc1nc2ccccc2c(=O)[nH]1,-22.9,i
Cc1ccc(N2C(=O)C(Cl)=C(Nc3c(C)n(C)n(-c4ccccc4)c3=O)C2=O)cc1,-17.1,i
O=c1c2ccccc2nc(-c2ccc(Cl)cc2)n1C1CCS(=O)(=O)C1 (configuration not stated),-10.0,i
CCC1=C(OC(=O)N(CC)CC)N2C(=O)OC(=NCC(=O)OC)[C@]2(C)[C@H]2C1=CC[C@H]1C(=O)N(CC)C(=O)[C@H]12,-13.4,i
CCCCNC(=O)c1sc(=S)n2c1[nH]c(=O)c1ccc(C(=O)NCCc3ccc(OC)c(OC)c3)cc12,-28.2,i
Cc1cc(C)n(NC(=S)NC2CCCC2)c(=O)c1C#N,-26.9,i

# Next section, starting with the last 2 of the part before.
SMILES,OX1R antagonist,CHT PAM
CCCCNC(=O)c1sc(=S)n2c1[nH]c(=O)c1ccc(C(=O)NCCc3ccc(OC)c(OC)c3)cc12,-28.2,i
Cc1cc(C)n(NC(=S)NC2CCCC2)c(=O)c1C#N,-26.9,i
CC(OC(=O)c1cccs1)C(=O)NCc1cccs1 (configuration not stated),-11.9,i
COc1ccc(S(=O)(=O)NCC(=O)NC2CC2)cc1OC,0.1,i
Cn1c(=O)c2c(nc(Sc3ncnn3CC(=O)NC3CCCCC3)n2C)n(C)c1=O,-1.8,i
CCOC(=O)c1sc(N2C(=O)C(O)=C(C(=O)c3ccc(C)o3)C2c2ccc(OC)c(OC)c2)nc1C (configuration not stated),-31.0,i
CCOC(=O)C1CCCN(C(=O)c2ccccc2[N+](=O)[O-])C1 (configuration not stated),-24.4,i
Fc1ccc2cnc(C3=CCCCC3)cc2c1,-11.7,·
O=C(CSc1nc2ccccc2c(=O)n1NC(=O)Cc1ccccc1)NCc1ccccc1,-10.9,i
COc1cc(C)nc(Oc2ccc(OCCOc3ccc(C)cc3)nn2)n1,-11.8,i
CCOC(=O)c1c(-c2ccc(OC)cc2)csc1NC(=O)CCN1CCOCC1,-16.5,i
COc1cc(NC(=O)CSc2nnc(-c3ccncc3)o2)cc(OC)c1OC,-6.3,i
CCN(CC)CC(O)CN1C(=O)NC(C)(C)C1=O (configuration not stated),-3.0,i
O=C(COc1ccccc1Cl)Nc1ccc2c(c1)OCO2,-17.8,i
CC(C(=O)OCC(=O)N1CCCCC1)N1C(=O)c2ccccc2C1=O (configuration not stated),-4.1,·
CCOc1ccc(CCNC(=O)COn2nnc3ccc(S(=O)(=O)N4CCOCC4)cc32)cc1OCC,-12.0,i
Cc1cccc(C(=O)Nc2cccc(-c3ccc4nncn4n3)c2)c1,-8.8,i
O=C(N/N=C/c1ccco1)c1ccc(NC(=O)C2CCCCC2)cc1,·,i
N#Cc1ccc(N2CCCNCC2)nc1,-11.0,i
C/C(=N\Nc1ccc(Cl)c(C(=O)O)c1)c1ccc[nH]1,-0.5,i
Brc1cccc(-c2nc(-c3ccncc3)no2)c1,-27.4,i
O=C(NCC(c1cccs1)N1CCOCC1)c1ccc([N+](=O)[O-])cc1 (configuration not stated),-13.1,i

# Two compounds drawn at random from those above, as already listed:
SMILES,OX1R antagonist,CHT PAM
CC(C(=O)OCC(=O)N1CCCCC1)N1C(=O)c2ccccc2C1=O (configuration not stated),-4.1,·
Brc1cccc(-c2nc(-c3ccncc3)no2)c1,-27.4,i

# Remaining list, next part:
SMILES,OX1R antagonist,CHT PAM
CCCCCCCCNC(=O)C(CCC(=O)OCc1ccccc1)NC(C)=O (configuration not stated),-11.7,i
Oc1ccc(CNc2ccc(F)cc2)c2cccnc12,-20.2,i
CCCC(=O)N1CCN(c2nnc(-c3ccccc3)c3ccccc23)CC1,-27.5,i
CCOc1ccc(Br)cc1C(=S)N1CCCC1,-15.2,i
Cc1ccc(-n2ncc3c2CC(C)(C)CC3NC(=O)CCc2cccnc2)cc1 (configuration not stated),·,i
Cc1cccc(OCCCC(=O)Nc2ccc(Cl)c(S(=O)(=O)N3CCOCC3)c2)c1,34.7,·
Cc1cc(=O)oc(C)c1C(=O)NC12CC3CC(CC(C3)C1)C2,-6.8,i
O=C(O)c1ccc(NC(=O)C2C3CCC(O3)C2C(=O)O)cc1 (configuration not stated),15.2,i
COc1ccc(-c2n[nH]c(=S)n2-c2ccc(C)cc2)cc1OC,-2.6,i
CCC(=O)Nc1cccc(C2=NOC3(C2)C[C@@H](C(N)=O)N(C(=O)c2cc([N+](=O)[O-])cc([N+](=O)[O-])c2)C3)c1 (some centres not stated),-12.7,i
Nc1c(C(=O)NCCC2=CCCCC2)sc2ccc(S(=O)(=O)N3CCCCC3)cc12,-40.1,i
COCC(=O)N(c1ccc(C(C)C)cc1)C1C=CS(=O)(=O)C1 (configuration not stated),-1.6,i
Cc1ccc(NC(=S)N/N=C/c2c(Cl)cccc2Cl)c(C)c1,-34.6,i
CCCCC(=O)NNC(=S)NC(=O)CCC,-9.8,i
O=C(Cn1cnc2ccccc2c1=O)Nc1nnc(SCc2ccc(Cl)cc2)s1,-2.5,i
Cc1ccc(SCCOCCN2CCOCC2)cc1,-16.3,i
N/C(COc1cccc(Cl)c1)=N\NS(=O)(=O)c1ccccc1,-4.6,i
COc1ccc(S(=O)(=O)N2CCN(C(=O)Nc3ccccc3OC)CC2)cc1,-5.6,i
